AmpC det inh = inhibitors of E. coli AmpC beta-lactamase with detergent; P00811; purified AmpC, nitrocefin hydrolysis with detergent; Potency, µM (top dose mostly 28.7 µM), without a hit: at the top dose activity change, negative = inhibition; hit rate 0.09% among 71,000; AID 584; active means well fitted curve in the direction sought with a large enough effect
Target sequence (P00811 whole entry, looked up): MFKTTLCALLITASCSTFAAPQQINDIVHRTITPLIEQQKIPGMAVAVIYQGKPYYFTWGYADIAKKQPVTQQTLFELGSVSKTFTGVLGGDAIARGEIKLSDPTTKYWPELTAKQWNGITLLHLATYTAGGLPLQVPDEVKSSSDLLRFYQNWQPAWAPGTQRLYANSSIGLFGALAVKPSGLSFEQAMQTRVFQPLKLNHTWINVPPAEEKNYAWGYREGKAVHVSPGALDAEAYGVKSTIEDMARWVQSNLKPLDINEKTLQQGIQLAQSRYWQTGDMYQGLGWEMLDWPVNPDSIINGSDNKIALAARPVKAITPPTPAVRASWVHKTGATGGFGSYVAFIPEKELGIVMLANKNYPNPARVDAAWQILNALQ
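E. coli AmpC (5.3 nM) in 20 mM phosphate pH 7.0 with 0.01% Triton X-100, preincubated 15 min RT with compound; nitrocefin (2 uL of 800 uM stock) hydrolysis followed by 480 nm absorbance every 20 s over 4 min.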
The depositor's hits bear a star; & = joins results of further samples; [ ] = dose if it differs, or a comment. On the % scale 0 is the no-effect control and ±100 the full control effect; potency means the concentration at half of the fitted maximal effect. Some of the compounds tested; rates above refer to the full screens.

SMILES	AmpC det inh
CCCCCn1c(N2CCN(Cc3ccccc3)CC2)nc2c1c(=O)[nH]c(=O)n2C	14%
O=C1CCc2cc(S(=O)(=O)NCCC(=O)NC3CCN(Cc4ccccc4)CC3)ccc2N1	-4%
CCn1c(=O)cc(SCC(=O)NCC2CCCO2)c2ccccc21 (stereo unspecified)	-5%
O=C(c1cccs1)N1CCC(c2nc3ccccc3s2)CC1	6%
CC1(C)CC(=O)C(=CN2CCN(C(=O)c3ccco3)CC2)C(=O)C1	5%
CCOC(=O)c1nnn(-c2nonc2-n2cccc2)c1CN1CCCCC1	-2%
CCCn1c(C)nc2c(NCCN(C)C)nc(C)nc21	4%
Cc1cc(C)n(CC(O)CN2C(=O)NC(C)(C)C2=O)n1 (stereo unspecified)	-4%
Cc1ccc(NC(=O)c2cc(-c3ccc(C)o3)nc3ccccc23)nc1	8%
Cc1cc(Cl)cc(C)c1OCC(=O)O	24%
O=C(CCCc1nc(-c2ccccc2)no1)NCc1cccnc1	12%
O=C(c1cccnc1)N1C2C=CC(C2)C1(C(F)(F)F)C(F)(F)F (stereo unspecified)	-4%
Cc1ccc(-n2c(C)cc(C)c(C#N)c2=O)cc1Cl	1%
Cc1cc(=O)[nH]c(-n2nc(C)cc2C)n1	-5%
C=CCc1ccccc1OCC(O)CN1CCN(c2ccccc2F)CC1 (stereo unspecified)	-5%
CCN(CC)c1nc2ccccc2nc1C(C#N)C(=O)NCCCOC (stereo unspecified)	-2%
Cc1c(C(=O)O)sc(=S)n1CCOc1ccccc1	-5%
CC1(C)CC(=O)C2=C(C1)NC(=O)CC2c1cccc(F)c1 (stereo unspecified)	-4%
O=C(CSc1nnc(Cn2c(=O)sc3ccccc32)n1-c1ccccc1)N1CCCCCC1	0%
Cc1ccc(C(C)C)c(OCC(=O)N2CCOCC2)c1	-2%
COc1ccccc1-c1nc(NCc2cnc(C)cn2)c2ccccc2n1	19%
O=C(CSc1nc2ccccc2n1CC(=O)N1CCCC1)Nc1ccc2c(c1)OCO2	-1%
COc1ccc(C(=O)Nc2cc3c(cc2C#N)OCO3)cc1S(=O)(=O)N1CCN(C)CC1	4%
CC1=CC(C)(C)C(C(=O)O)C(C(=O)O)C1 (stereo unspecified)	-3%
COc1cccc(CN(Cc2cccnc2)S(=O)(=O)c2ccc(-n3cnnn3)c(C)c2)c1OC	7%
Cc1cc(C(=O)NCCCn2ccnc2)sc1-c1ccccc1	-4%
Cc1cc(=O)n2nc(N3CCCC(C(=O)N4CCN(C)CC4)C3)sc2n1 (stereo unspecified)	9%
COc1ccc(C(=O)N2CCC3(CC2)CN(c2cccc(-c4ccccc4)c2)C3)cc1	2%
COc1ccc(Cl)c(S(=O)(=O)N2CCCC2)c1	-5%
COC(=O)c1cn(C)c2ccc(S(=O)(=O)N3CCCC3)cc2c1=O	12%
O=C(Cl)c1ccccc1F	11%
Cc1ccccc1-c1ccc2ncnc(N3CCN(C)CC3)c2c1	6%
Cc1ccc(OCCSc2nnc(-c3ccncc3)n2C)cc1	10%
CCc1sc(NC(=O)CN2CCOCC2)nc1-c1ccccc1	-5%
CN(C)C(=O)c1ccc(-c2cncnc2N(C)Cc2ccco2)cc1	13%
CN(C)c1ncc(C(=O)O)cn1	17%
CC1(C)C2CCC1(CS(=O)(=O)N1CCCc3ccccc31)C(=O)C2 (stereo unspecified)	-3%
Nc1c(S(=O)(=O)c2ccccc2)nnn1-c1ccccc1	1%
CCn1c(SCC(=O)Nc2ccc(N3CCOCC3)c(Cl)c2)nnc1-c1ccc(N)cc1	-9%
NC(=O)C1CCN(C(=O)c2cc(S(=O)(=O)N3CCOCC3)c(Cl)cc2Cl)CC1	4%
Cc1cc(C)n(-c2ccc(C(=O)NC(C)C)cc2)n1	-3%
CCOC(=O)c1cnc(SCc2nc(N)nc(Nc3ccccc3)n2)nc1N	-5%
CCCc1cc(C(N)=O)c(NC(C)=O)s1	1%
COc1ncnc2sc(-c3ccccc3)cc12	-1%
CC(=O)c1cccc(NC(=O)C2CCCN(S(=O)(=O)c3ccccc3)C2)c1 (stereo unspecified)	5%
Oc1ccccc1-c1nnc(-c2ccc(C(F)(F)F)cc2)o1	1%
O=C(CSc1nnc(SCc2ccc(Cl)cc2)s1)N1CCOCC1	0%
CCOc1cc2[nH]c(=O)n(CCC(=O)NCCc3ccc(OC)c(OC)c3)c(=O)c2cc1OCC	1%
Cc1c(NC(=O)Nc2c(Cl)cccc2Cl)c(=O)n(-c2ccccc2)n1C	-3%[5.75 µM]
Cc1ccc(S(=O)(=O)c2nc(C(C)(C)C)oc2N2CCOCC2)cc1	-8%
O=c1c(-c2ccc(F)cc2)nc2cnc(N3CCOCC3)nc2n1C[C@H]1CCCO1	0%
CCN1CCCC1Cn1c(-c2ccccc2)nc2c(NCc3ccccc3)nc(C)nc21 (stereo unspecified)	12%
CNc1nc2sc3c(c2c(=O)n1C)CC(C)(C)SC3	1%
O=C(Nc1n[nH]c(C2CCCCC2)n1)C1CCCCC1	-4%
CCc1c(C)nc2ncnn2c1N1CCC(C(=O)Nc2ccc(C)cc2)CC1	1%
COCC(=O)N(c1ccc(C(C)C)cc1)C1C=CS(=O)(=O)C1 (stereo unspecified)	0%
CCOC(=O)C1C(=O)CC(C)(O)C(C(=O)OCC)C1c1cc(Br)ccc1OC (stereo unspecified)	-3%
O=C(Nc1nc(-c2ccc(S(=O)(=O)N3CCCC3)cc2)cs1)c1ccco1	-2%
O=c1[nH]cc(COCc2ccccc2)c(=O)[nH]1	-4%
N#CCSC1=Nc2ccccc2C2=NC(CCC(=O)N3CCN(c4ccccc4)CC3)C(=O)N12 (stereo unspecified)	-4%

The closing 5 records of the section before are carried over, then new ones follow:
SMILES	AmpC det inh
COCC(=O)N(c1ccc(C(C)C)cc1)C1C=CS(=O)(=O)C1 (stereo unspecified)	0%
CCOC(=O)C1C(=O)CC(C)(O)C(C(=O)OCC)C1c1cc(Br)ccc1OC (stereo unspecified)	-3%
O=C(Nc1nc(-c2ccc(S(=O)(=O)N3CCCC3)cc2)cs1)c1ccco1	-2%
O=c1[nH]cc(COCc2ccccc2)c(=O)[nH]1	-4%
N#CCSC1=Nc2ccccc2C2=NC(CCC(=O)N3CCN(c4ccccc4)CC3)C(=O)N12 (stereo unspecified)	-4%
CCCNC(=O)N1C2CCC1CC(O)(c1cccnc1)C2 (stereo unspecified)	0%
CN(C)c1ccc(N(C)C)cc1	6%
COc1ccccc1-n1c(SCC(=O)Nc2ccc(F)cc2)nc2c(c1=O)SCC2	7%
CCCCNC(=O)c1ccc(N2CCOCC2)c(NS(=O)(=O)c2ccc(OC)cc2)c1	-9%
Cc1cc(C(C)(C)C)c(OCCCN2CCOCC2)c(C(C)(C)C)c1	-2%[5.75 µM]
C=CCNC(=O)c1ccncc1	1%
Cc1nnc(SCc2cnc(-c3ccccc3)o2)[nH]c1=O	-9%
CC(=O)N(C)C1(c2nnnn2CCOC(=O)Nc2cccc3ccccc23)CCCC1	-4%
Cc1nc(=O)c(-c2ccccc2)c(C)n1-c1ccccc1C(=O)O	0%
COc1ccc(S(=O)(=O)N[C@@H](Cc2ccccc2)C(=O)N2CC[C@@]3(O)CCCC[C@H]3C2)cc1	-2%
CCOc1ccccc1-c1nc(-c2cc3ccc(C)cc3[nH]c2=O)no1	10%
Cc1cc(C)c(S(=O)(=O)Nc2ccc(O)cc2)cc1C	0%
Cc1cccc(CS(=O)(=O)Cc2ccc(C(=O)NCCN3CCCCC3C)o2)c1 (stereo unspecified)	0%
CCOC(=O)[C@H]1CCC[C@@H](NS(=O)(=O)c2ccc(NC(C)=O)cc2)C1	1%
Nc1ccccc1SCC(=O)N1CCc2ccccc21	13%
COc1ccccc1N1C(=O)CC(N2CCc3ccccc32)C1=O (stereo unspecified)	1%
O=C(O)CCn1c(=O)sc2ccccc21	-7%
O=C(NCc1ccc(C(=O)N2CCC3(CC2)OCCO3)cc1)c1ccc2c(c1)OCO2	0%
Cc1nc2ccc(Br)cn2c1NC(C)(C)C	10%
O=C(CN1CC(c2ccccc2)CC1=O)Nc1cccc(F)c1 (stereo unspecified)	3%
Cc1cc(C(=O)CSc2nnc(N)s2)c(C)n1CCc1ccc(Cl)cc1	-6%
COc1ccc(NC(=O)CN2CCC(C)CC2)cc1	0%
COc1ccc(C(=O)NCCc2nnc(SCc3nc4ccccc4c(=O)[nH]3)n2C)cc1	-6%
Cc1ccc(CCC(=O)Nc2nccs2)o1	-3%
CCOC(=O)CSc1nc2cc(C(=O)N3CCC(C(N)=O)CC3)ccc2c(=O)n1-c1ccccc1	13%
COc1ccc(S(=O)(=O)n2nc(OC(=O)c3ccc(C)cc3)cc2N)cc1	-2%
COC(=O)C1(C(F)(F)F)N=C2Sc3ccccc3N2C(N2CCOCC2)=N1 (stereo unspecified)	6%
N=c1c2c3c(sc2ncn1CCN1CCOCC1)CCCC3	2%
Cn1c(=O)c(C(=O)NCCO)c(O)c2ccccc21	-4%
Cc1ccc(CCP(=O)(O)CN2CCOCC2)cn1	-5%
CC1(C)OC(=O)N(CCc2ccccc2)C1(C)O (stereo unspecified)	-3%
Nc1cccc(Cl)c1	12%
COc1ccc(C(=O)N(c2ccccc2)C2C=CS(=O)(=O)C2)cc1 (stereo unspecified)	-2%
COC(=O)c1ccc(CN(C)S(=O)(=O)c2ccc(C)cc2)o1	-3%
COc1ccccc1N1CCN(C(CNC(=O)C2CCCCC2)c2cccnc2)CC1 (stereo unspecified)	11%
Cn1c(=O)c2c(nc(CN3CCN(Cc4ccccc4)CC3)n2Cc2ccccc2)n(C)c1=O	3%

Molecules shown so far with bromine, in the order listed:
SMILES	AmpC det inh
CCOC(=O)C1C(=O)CC(C)(O)C(C(=O)OCC)C1c1cc(Br)ccc1OC (stereo unspecified)	-3%
Cc1nc2ccc(Br)cn2c1NC(C)(C)C	10%

(list continues)
SMILES	AmpC det inh
CCC(C)c1ccc(O)c(NC(=O)c2cncc(Br)c2)c1 (stereo unspecified)	-6%
O=C(NCCN1CCOCC1)C1CCC(=O)N1C1CCCCC1 (stereo unspecified)	0%
O=C(c1cccc(S(=O)(=O)N2CCCC2)c1)c1cccc(S(=O)(=O)N2CCCC2)c1	-2%
Cc1cc(N2CCN(c3nc(N4CCOCC4)nc4ccccc34)CC2)c2ccccc2n1	14%
N#CC(C#N)=Cc1ccc(O)c(O)c1	-1%&-1%
COc1ccc(C(=O)N2CCN(Cc3cc(OC)c(O)c(OC)c3)CC2)cc1OC	11%
Cc1ccc(-c2noc(CCC(=O)Nc3ccccc3N3CCN(C)CC3)n2)cc1	-2%
COc1ccc(N2CCN(CC(O)c3c[nH]c4ccc(OC)cc34)CC2C)cc1 (stereo unspecified)	14%
Cn1c(=O)c(-c2ccc(Cl)cc2)nc2cnc(OCc3ccccc3)nc21	-1%
CC(C)NC(=O)N1CC2(CCN(C(=O)c3ccco3)CC2)C1	1%
CN(C)CCSc1nnc2sc3ccccc3n12	-1%
NC(=O)c1oc2ccccc2c1NC(=O)c1ccc(F)cc1	12%
COc1cccc(-c2noc(C3CCCN(S(=O)(=O)c4cccc(Cl)c4C)C3)n2)c1 (stereo unspecified)	9%
O=C(NCc1n[nH]c(=S)n1-c1cccc(Cl)c1)c1ccc(S(=O)(=O)N2CCCC2)cc1	-3%
CCc1ccc(C(=O)CSC2=C(C#N)C(c3ccco3)C(C(C)=O)=C(C)N2)cc1 (stereo unspecified)	10%
O=C(Cn1cnc2c(nnn2Cc2ccc(Cl)cc2)c1=O)N1CCCc2ccccc21	-6%
Cc1noc(C)c1C(=O)N1CCC[C@@]2(CCN(c3ccccn3)C2)C1	0%
O=C(Oc1ccc2ccc(=O)oc2c1)N1CCOCC1	-2%
Cc1cc(C)nc(SCC(=O)c2ccc(O)cc2O)n1	14%
Cc1ccc(-c2cc(-c3ccccc3)c(C#N)c(N)n2)o1	-4%
O=C(O)CN(CC(=O)O)c1ccccc1	-2%[5.75 µM]
Cc1csc(NC(=O)CSc2nnc(-c3ccoc3C)o2)n1	-2%
CCOC(=O)C1=C(C)NC(=O)NC1c1ccc(Cl)cc1Cl (stereo unspecified)	-5%
COCCN(CCOC)Cc1c(C)[nH]c2ccccc2c1=O	4%

Of the compounds above, six contain a thiophene ring, fused or not:
SMILES	AmpC det inh
O=C(c1cccs1)N1CCC(c2nc3ccccc3s2)CC1	6%
Cc1cc(C(=O)NCCCn2ccnc2)sc1-c1ccccc1	-4%
CCCc1cc(C(N)=O)c(NC(C)=O)s1	1%
COc1ncnc2sc(-c3ccccc3)cc12	-1%
CNc1nc2sc3c(c2c(=O)n1C)CC(C)(C)SC3	1%
N=c1c2c3c(sc2ncn1CCN1CCOCC1)CCCC3	2%

More structures:
SMILES	AmpC det inh
Cc1cc(C)n(-c2nc(NCC(C)O)c3c4c(sc3n2)CCCC4)n1 (stereo unspecified)	9%
CCCCCCNC(=O)Cc1c(O)c2ccccc2[nH]c1=O	7%
O=C(NCc1ccc(F)cc1)C1CCCN(C(=O)Nc2ccccc2)C1 (stereo unspecified)	-1%
CC(=O)Nc1cc(-c2nn3c(C)nnc3s2)ccc1C	13%
O=C(CN1CCOc2ccccc21)N1CCN(c2cccc(Cl)c2)CC1	6%
CCC(C)NC(=O)CC1Oc2ccc(Cl)cc2NC1=O (stereo unspecified)	9%
CC(C)(C)c1csc(N(CCC#N)CCC#N)n1	-6%
O=C(NCc1cccnc1)c1ccc(S(=O)(=O)N2CCOCC2)cc1	-2%
CS(=O)(=O)c1sc2nc(-c3cccs3)cc(-c3ccccc3)c2c1N	-4%
CCC1CCCCN1CC(=O)Nc1cc(C)nn1-c1nc(C)cc(C)n1 (stereo unspecified)	2%
COC(=O)[C@@]1(Cc2ccc(OC)cc2)[C@H]2c3cc(C(=O)N4CCCC4)n(Cc4c(CO)[nH]cc(C)c4=O)c3C[C@H]2CN1C(=O)c1ccccc1	-2%
